FLuc counter: qHTS profiling assay for firefly luciferase inhibitor/activator using purifed enzyme and Km concentrations of substrates (counterscreen for miR-21 project); purified FLuc, Km substrates, luminescence inhibition; Luciferin 4-monooxygenase (Photinus pyralis), P08659; 360,000 tested, 6.9% active; Potency, µM (series often up to 57.5 µM), without a hit: at the top dose activity change, negative = inhibition, actives largely listed as inhibitors;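 note: plate controls were vehicle for no effect and reference inhibitor for full effect; nearly all actives have a fitted effect of over 55% in size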
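Purified P. pyralis luciferase (10nM final) with 10uM D-luciferin and 10uM ATP (Km levels) in 50mM Tris acetate pH 7.5, 10mM Mg acetate, 0.01% Tween-20, 0.05% BSA; qHTS 6-point titration, ~60 µM downward; luminescence read.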
Gal4-VP16 FLuc: VP16 counterscreen qHTS for inhibitors of ROR gamma transcriptional activity; Drosophila S2 Gal4-VP16 UAS-luciferase, luminescence, 20 h; Potency, µM (highest dose often 53.6 µM), for inactives: top-dose activity, negative = inhibition, actives largely listed as inhibitors; 310,000 tested, 3.5% active; AID 2546, 2010;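 note: Gal4-VP16 expression switched on by copper sulfate through the metallothionein promoter; % is set by controls: 0 for no effect and ±100 for the full control effect; nearly all actives have a fitted effect of over 50% in size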
CXXC DNA block: qHTS Fluorescence Polarization Assay for Inhibitors of MLL CXXC domain - DNA interaction; Histone-lysine N-methyltransferase 2A (Homo sapiens), Q03164; MLL-CXXC / FITC-HOXA9 DNA fluorescence polarization; Potency, µM (series often up to 115 µM), for the others: top-dose activity change, negative = inhibition, hits mostly inhibitors; 290,000 tested, 0.037% active; active = well fitted inhibition curve with a large enough effect in the polarisation, with a control signal flat, not every such curve was filed as active; inconclusive = small, poorly fitted or top-dose-only effect, or effect the other way, or a change in a side signal; inactive = no such curve, though single readings can be large or run the other way; the % refers to the polarisation
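Steps: dispense CXXC domain solution (7 uM) → pin compounds or unlabeled HOX-A9 DNA control → 5 min ambient → add FLSN-HOX-A9 solution (50 nM) → spin → 30 min ambient → fluorescence polarization. Tris pH 7.5/NaCl/DTT/BSA buffer.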
RORgamma inh: qHTS for inhibitors of ROR gamma transcriptional activity; Nuclear receptor ROR-gamma (Mus musculus), P51450; Drosophila S2 Gal4-RORgamma UAS-luciferase reporter, 20 h; Potency, µM (doses to about 53.6 µM), for the others: top-dose activity change, negative = inhibition, usual class: inhibitors; 310,000 tested, 5.4% active; AID 2551, 2010; note: % is set by controls: 0 for no effect and ±100 for the full control effect; nearly all actives have a fitted effect of over 60% in size
Target sequence (P51450 whole entry, looked up, the tested form may be a part): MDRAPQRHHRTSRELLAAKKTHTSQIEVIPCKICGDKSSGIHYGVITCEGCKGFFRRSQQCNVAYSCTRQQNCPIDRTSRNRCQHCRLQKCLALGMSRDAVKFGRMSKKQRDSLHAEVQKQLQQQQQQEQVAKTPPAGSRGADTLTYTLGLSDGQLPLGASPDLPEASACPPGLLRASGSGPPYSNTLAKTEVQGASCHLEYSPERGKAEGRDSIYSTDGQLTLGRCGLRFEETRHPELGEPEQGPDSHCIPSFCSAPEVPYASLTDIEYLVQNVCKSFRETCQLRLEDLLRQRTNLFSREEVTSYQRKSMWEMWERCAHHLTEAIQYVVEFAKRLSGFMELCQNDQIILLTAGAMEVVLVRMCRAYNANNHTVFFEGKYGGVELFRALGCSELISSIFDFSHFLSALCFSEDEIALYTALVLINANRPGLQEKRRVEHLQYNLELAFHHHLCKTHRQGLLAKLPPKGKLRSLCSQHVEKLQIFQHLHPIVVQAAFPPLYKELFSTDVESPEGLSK
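Schneider cells (Drosophila), stable Gal4 DBD–ROR gamma + UAS-luc; 1 hr cmpd preincubation; Cu2+ induction 700 uM final; 20 hr ambient; luminescence.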
p53 reactivation: qHTS assay for re-activators of p53 using a Luc reporter | 320,000 tested, 0.063% active | Potency, µM (highest dose often 92.2 µM), inactives show at the highest dose activity change, positive = activation, hits mostly activators | H1299 p53-A138V BP100-luciferase reporter, luminescence, 24 h; note: % of control where 0% means no effect; nearly all actives have a fitted effect of over 45% in size
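p53-null H1299 cells stably carrying temperature-sensitive p53-A138V and a BP100-luciferase reporter were pinned with compounds (4-point, 1:5 series) and held 24 hrs at 37 deg C. Luminescence was read 10 min after detection reagent.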
MBNL1 CUG block: qHTS Assay for Inhibitors of MBNL1-poly(CUG) RNA binding; Muscleblind-like protein 1 (Homo sapiens), Q9NR56; TR-FRET MBNL1-His/biotin-(CUG)12 binding, 665/545 ratio; Potency, µM (series often up to 57.5 µM), without a hit: at the top dose activity change, negative = inhibition, most hits filed as inhibitors; 280,000 tested, 0.036% active; active = well fitted inhibition curve with a large enough effect in the signal ratio, with a control signal flat, not every such curve was filed as active; inconclusive = small, poorly fitted or top-dose-only effect, or effect the other way, or a change in a side signal; inactive = no such curve, though single readings can be large or run the other way; the % refers to the signal ratio; note: % is set by controls: 0 for no effect and ±100 for the full control effect
Target sequence (Q9NR56 whole entry, looked up): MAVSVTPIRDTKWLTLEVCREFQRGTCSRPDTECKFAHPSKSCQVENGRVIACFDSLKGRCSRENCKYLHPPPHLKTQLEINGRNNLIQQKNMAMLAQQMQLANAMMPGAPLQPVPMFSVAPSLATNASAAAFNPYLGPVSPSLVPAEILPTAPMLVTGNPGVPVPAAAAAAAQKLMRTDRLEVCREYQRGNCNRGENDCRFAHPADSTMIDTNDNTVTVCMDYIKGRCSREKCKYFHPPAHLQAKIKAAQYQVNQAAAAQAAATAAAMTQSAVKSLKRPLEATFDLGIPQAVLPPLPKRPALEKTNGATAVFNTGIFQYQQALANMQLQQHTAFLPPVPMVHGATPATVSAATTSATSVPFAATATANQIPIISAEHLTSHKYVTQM
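MBNL1-His + Biotin-(CUG)12, cpd titration 92 nM–58 uM; Tb anti-His Ab 0.055 ng/ul, SA-XL665 5 nM (final); 60 min RT; ratiometric 665/545 nm, Ex 340 nm; normalized to buffer and full-complex controls.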
ELG1 genotoxic: qHTS screen for small molecules that induce genotoxicity in human embryonic kidney (HEK293T) cells expressing luciferase-tagged ELG1. 330,000 tested, 1.3% active. Potency, µM (series often up to 46 µM), without a hit: at the top dose activity change, positive = activation, usual class: activators. HEK293T ELG1-luciferase reporter, luminescence, 16 h. AID 504466, 2011; note: % of control where 0% means no effect; nearly all actives have a fitted effect of over 60% in size
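Luminescence read-out: rising ELG1-luciferase signal, reflecting elevated ELG1 protein under genetic stress, flags genotoxic compounds. Cells were treated for 16 hr at 37 °C before ONE-Glo detection.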
BRCA1 expr up: qHTS Assay to Identify Small Molecule Activators of BRCA1 Expression | MCF7-BRCA1-FFLuc reporter, luminescence, 48 h; response scale: scaled: vehicle 0%, 10 µM genistein 100% | Potency, µM (highest dose often 46.1 µM), without a hit: at the highest dose activation, usual class: activators | 380,000 tested, 1.1% active | AID 624202, 2012; note: nearly all actives have a fitted effect of over 80% in size; some results filed as inactive show a strong effect at the top dose
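Quantitative HTS in MCF7 cells stably reporting BRCA1 expression via firefly luciferase. Compound treatment lasts 48 h at 37 °C in phenol-red free MEM. Activation is expressed relative to genistein at 10 microM and DMSO.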
uPA surface inh: qHTS for Inhibitors of Cell Surface uPA Generation; cell surface uPA generation assay, qHTS; Potency, µM (doses to about 38.3 µM), for the others: at the highest dose activity change, negative = inhibition, most hits filed as inhibitors; 330,000 tested, 0.31% active; active = well fitted inhibition curve with a large enough effect; inconclusive = small, poorly fitted or top-dose-only effect; inactive = no such curve, though single readings can be large or run the other way; tested in mouse RAW 264.7 cells; note: % is set by controls: 0 for no effect and ±100 for the full control effect; nearly all actives have a fitted effect of over 55% in size
Rab9 promoter act: qHTS Assay for Rab9 Promoter Activators. Huh7 Rab9 promoter-luciferase reporter, luminescence, 24 h. AID 485297, 2010. Potency, µM (highest dose often 9.22 µM), for the others: at the highest dose activation, negative = inhibition, hits mostly activators. 320,000 tested, 2.8% active; note: % of control where 0% means no effect; nearly all actives have a fitted effect of over 60% in size
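Quantitative HTS format; Huh7 Rab9-luciferase reporter cells (1500/well) receive compound 2 h post-plating, incubate 24 h at 37 °C, then get luciferase reagent for 10 min before luminescence reading.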
NPC1 prom act: qHTS Assay for NPC1 Promoter Activators. Potency, µM (highest dose often 9.22 µM), for inactives: top-dose activation, most hits filed as activators. 320,000 tested, 2.4% active. Huh7 NPC1 promoter luciferase reporter, 24 h;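 note: % of control where 0% means no effect; nearly all actives have a fitted effect of over 60% in size; reporter is driven by a mutant NPC1 promoter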
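Huh7 reporter cells (NPC1 promoter driving luciferase) are dosed with compound for 24 h at 37 °C, 5% CO2; luciferase detection reagent is then added and luminescence measured after 10 min at ambient temperature.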
Numbers without * were called inactive; ? = inconclusive; · = no result given; [ ] = remark or other dose. Unless noted, calls come from the whole dose curve; as a rule, active = well fitted curve in the direction sought with a large enough effect; inconclusive = small, poorly fitted or top-dose-only effect, or another doubt; inactive = no such curve, though single readings can be large; an effect the other way counts as inactive or inconclusive. Potency is the fitted concentration of half-maximal effect. The list is partial; rates above refer to the full screens.

Values run as follows: FLuc counter	Gal4-VP16 FLuc	CXXC DNA block	RORgamma inh	p53 reactivation	MBNL1 CUG block	ELG1 genotoxic	BRCA1 expr up	uPA surface inh	Rab9 promoter act	NPC1 prom act
(1) Cc1ccc(C(=O)Nc2nnc(C3CCCCC3)s2)o1
 : 9.5µM*	-16%	-4%	-13%	?	-2%	3.7µM*	?	·	4µM*	1.8µM*
(2) CC1CCN(C(=O)COC(=O)c2cc(=O)[nH]c3ccccc23)CC1
 : 11µM*	·	·	·	?	·	?	?	-14%	2.5µM*	3.5µM*
(3) O=C(COC(=O)c1cc[n+]([O-])cc1)NCC12CC3CC(CC(C3)C1)C2
 : 0%	2%	-1%	-9%	5%	11%	3%	9%	1%	1%	0%
(4) COc1ccccc1C1=NOC(COC(=O)c2ccc3ccccc3n2)C1 (configuration not stated)
 : ?	-2%	-1%	-14%	-6%	?	1%	-16%	3%	-8%	8%
(5) CCNC(=O)CC1S/C(=N/N=C(\C)c2ccccc2)NC1=O (configuration not stated)
 : 4%	-11%[10 µM]	-1%	-2%	-2%	3%	-4%	-12%	3%	-4%	-1%
(6) COc1ccc(/C=C2\SC(N3CCc4ccccc4C3)=NC2=O)cc1OC
 : ?	-12%	7%	12%	7%	25%	2%	-28%	-5%	-3%	-1%
(7) CCOC(=O)C1=C(C)NC(C)=C(C(=O)OCC)C1C(=O)OCC(=O)NC(C)c1ccccc1 (configuration not stated)
 : 1%	·	·	·	-10%	·	-7%	-4%	-1%	1%	-5%
(8) Cc1ccc(C(=O)n2cnnc2N)cc1
 : ?	6%	?	-26%	-2%	-2%	-1%	4%	2%	-4%	-6%
(9) CC(NC(=O)Cn1nnc(-c2ccncc2)n1)c1ccccc1 (configuration not stated)
 : 8%	-13%	16%	6%	0%	?	1%	·	·	-3%	-2%
(10) CC(=O)c1cccc(CN2CCc3ccc(NC(=O)C4CCCO4)cc3C2)c1 (configuration not stated)
 : 3%	-11%	-2%	33%	8%	-4%	-2%	6%	8%	-2%	1%
(11) CCOC(=O)C1(Cc2ccccc2C)CCCN(C(=O)c2ccccn2)C1 (configuration not stated)
 : ?	1%	7%	-10%	6%	0%	-3%	32%	2%	7%	0%
(12) Cc1cc(C)nc(N/N=C/c2cc3c(cc2[N+](=O)[O-])OCO3)n1
 : -7%	-2%	5%	31%	-4%	·	10%	26%	4%	0%	0%
(13) Cc1cc([N+](=O)[O-])ccc1NC(=O)CSc1nnc(C)n1C
 : -2%	-4%	-7%	-12%	10%	?	-1%	23%	-2%	4%	-3%
(14) COC(=O)CCC(=O)Nc1ccc(NC(=O)CCC(=O)OC)cc1
 : 1%	5%	2%	-35%	8%	0%	-8%	3%	-4%	-5%	2%
(15) O=C(NNS(=O)(=O)c1ccc(Cl)cc1)c1cc(-c2ccccc2)n[nH]1
 : -17%	0%	-4%	3%	-4%	-7%	-2%	-17%	3%	0%	1%
(16) O=C(NCC(=O)N1CCCCC1)c1sc2ccccc2c1Cl
 : 8.5µM*	·	·	·	?	·	?	4.5µM*	-10%	2.2µM*	1.8µM*
(17) Cn1c(CC(=O)Nc2ccccc2F)nnc1SCC(=O)Nc1ccccc1Br
 : -1%	11%	2%	-17%	-2%	-6%	2%	6%	3%	3%	-3%
(18) COc1cccc(N2CC(C(=O)Nc3nnc(SCC(=O)Nc4ccc(NC(C)=O)cc4)s3)CC2=O)c1 (configuration not stated)
 : -16%	-4%	8%	-5%	-4%	0%	2%	-9%	0%	-1%	0%
(19) CCN1C(=O)/C(=C\c2ccc(-c3ccc([N+](=O)[O-])cc3OC)o2)SC1=Nc1cccc(C(=O)O)c1
 : ?	-6%	?	23%	-3%	13%	14%	-27%	?	-7%	-2%
(20) CC1CCN(CC(=O)Nc2cccc(C(=O)Nc3cccc(C(F)(F)F)c3)c2)CC1
 : 1%	-18%	10%	25%	5%	-15%	-6%	-59%	-11%	0%	2%
(21) C/C(=C\c1ccccc1)C(=O)N1CCN(c2cccc(C(F)(F)F)c2)CC1
 : 0%	-2%	-5%	-8%[10 µM]	4%	·	-1%	-21%	-4%	-8%	-3%
(22) COc1ccc(/C=C/C(=O)OCC(=O)NCCC2=CCCCC2)cc1OC
 : -8%	-1%	6%	32%	-6%	·	0%	-1%	-5%	1%	-6%
(23) Nc1c(N(CCC2=CCCCC2)C(=O)CCCOc2ccccc2)c(=O)[nH]c(=O)n1Cc1ccccc1
 : 0%	·	·	·	1%	·	5%	-30%	-3%	-2%	-1%
(24) O=C(Cc1ccccc1Cl)Nc1cccnc1
 : -5%	-16%	7%	-1%	-8%	·	0%	-25%	2%	-5%	-4%
(25) COc1cc(/C=C2/CCCC(C(=O)C(F)(F)F)=C2O)ccc1O
 : -15%	6%	-5%	?	9%	0%	-7%	0%	0%	1%	0%
(26) COc1cccc(N2CCN(C(=O)c3ccc(Cl)c(NC4=NC5CS(=O)(=O)CC5S4)c3)CC2)c1 (configuration not stated)
 : 2%	-1%	28%	0%	-4%	-5%	-10%	-5%	2%	-5%	-5%
(27) Oc1ccccc1CN1CCN(C(c2ccccc2)c2ccccc2)CC1
 : 3%	16%	13%	20%	·	5%	6%	-37%	7%	2%	-1%
(28) COc1ccc(OC)c(NC(=O)c2cc(-c3cc(Cl)ccc3O)n[nH]2)c1
 : -14%	?	20%	-30%	-1%	0%	-9%	-65%	3%	-3%	-1%
(29) O=C(Nc1ncn[nH]1)c1ccc(Cl)c(Cl)c1
 : -1%	·	·	·	2%	·	1%	-20%	1%	-4%	0%
(30) CCCNC(=O)N1CCCC(C(N)=O)C1 (configuration not stated)
 : 0%	-15%	-8%	-14%	-5%	-2%	0%	6%	1%	10%	0%
(31) CCOCCCNC(=O)c1cc(C)nn1-c1ccccc1
 : 1%	-20%	-1%	-4%	1%	-2%	0%	-16%	9%	-5%	1%
(32) NC(=O)C1CCN(C(=O)CSc2ccsc2[N+](=O)[O-])CC1
 : -2%	-7%	-2%	3%	0%	?	-1%	16%	6%	12%	-3%
(33) CC(CC(=O)N1CCN(C(=O)c2ccccc2)CC1)c1ccccc1 (configuration not stated)
 : 2%	0%	13%	9%	6%	-6%	-1%	-8%	-6%	-1%	0%
(34) CCOC(=O)c1c(NC(=S)NC(C)=O)sc(C)c1C
 : 3%	11µM*	?	7.9µM*	10%	3%	1%	-23%	0%	3%	-4%
(35) CC(=O)c1c(C)n(C)c2ccc(O)cc12
 : 5%	0%	0%	-22%	0%	0%	-9%	-17%	2%	2%	3%
(36) Cc1nonc1NC(=O)OCCN1CCOC1=O
 : 3%	-7%	-1%	-19%	-5%	-6%	1%	0%	·	0%	1%
(37) CC1Cc2ccccc2N1CC(=O)N(C)c1c(N)n(Cc2ccccc2)c(=O)[nH]c1=O (configuration not stated)
 : -2%	·	·	·	-1%	·	0%	3%	1%	-1%	0%
(38) Cc1ccccc1N(CC(=O)NCc1ccccc1)C(=O)CCC(=O)Nc1nccs1
 : 2%	1%	16%	-5%	-2%	-7%	-3%	17%	-2%	-5%	2%
(39) Cc1cc(C)cc(NC(=O)N2CCN(Cc3ccc4c(c3)OCO4)CC2)c1
 : -3%	1%	-4%	4%	0%	-13%	-1%	16%	1%	0%	1%
(40) COc1cc(CCC(=O)NCc2ccc3c(c2)OCO3)cc(OC)c1OC
 : 6%	-1%	45%[activator]	2%	-1%	-6%	1%	-31%	2%	3%	-2%

Compound activity (PubChem)
